BAP1 block: inhibitors of human BAP1 deubiquitinase. activity remaining (% of control), % at 20 µM. AID 436. recombinant BAP1, Ub-AMC hydrolysis fluorescence kinetic; hits give low values. 72,000 compounds, 0.48% hits;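 active means activity remaining at or below 50% of control, provided the compound also passes the data quality filters; inactive means the rest, including low values that fail the filters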;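 further: 100% = DMSO wells rate and 0% = substrate alone blank rate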
Target sequence (Q92560 whole entry, looked up): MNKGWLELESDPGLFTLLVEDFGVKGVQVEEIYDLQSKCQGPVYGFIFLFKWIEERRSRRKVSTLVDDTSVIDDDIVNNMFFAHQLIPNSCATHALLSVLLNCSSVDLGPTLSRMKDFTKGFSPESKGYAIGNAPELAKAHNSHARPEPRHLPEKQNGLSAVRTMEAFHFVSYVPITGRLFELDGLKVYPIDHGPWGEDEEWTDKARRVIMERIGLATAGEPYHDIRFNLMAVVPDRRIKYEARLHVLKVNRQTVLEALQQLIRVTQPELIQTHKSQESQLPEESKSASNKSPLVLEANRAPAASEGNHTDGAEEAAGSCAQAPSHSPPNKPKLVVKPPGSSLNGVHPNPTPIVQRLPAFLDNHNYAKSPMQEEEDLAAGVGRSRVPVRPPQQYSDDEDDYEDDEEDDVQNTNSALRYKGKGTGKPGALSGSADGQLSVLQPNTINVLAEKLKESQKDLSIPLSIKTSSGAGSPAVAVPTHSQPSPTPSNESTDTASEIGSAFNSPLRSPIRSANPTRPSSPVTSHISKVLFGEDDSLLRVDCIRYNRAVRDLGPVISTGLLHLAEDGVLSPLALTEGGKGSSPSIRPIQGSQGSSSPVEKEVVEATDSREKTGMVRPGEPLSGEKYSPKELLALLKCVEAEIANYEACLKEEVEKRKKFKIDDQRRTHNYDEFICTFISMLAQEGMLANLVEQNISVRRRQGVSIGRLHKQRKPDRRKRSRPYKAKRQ
HePTP inhibitor: blocks human HePTP tyrosine phosphatase; P35236; recombinant HePTP phosphatase activity, OD absorbance; inhibition, % at 20 µM; 110,000 compounds, 0.64% hits; AID 521; in the data active means inhibition above about 50%;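 further: plate controls were vehicle for no effect and reference inhibitor for full effect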
Target sequence (P35236 whole entry, looked up): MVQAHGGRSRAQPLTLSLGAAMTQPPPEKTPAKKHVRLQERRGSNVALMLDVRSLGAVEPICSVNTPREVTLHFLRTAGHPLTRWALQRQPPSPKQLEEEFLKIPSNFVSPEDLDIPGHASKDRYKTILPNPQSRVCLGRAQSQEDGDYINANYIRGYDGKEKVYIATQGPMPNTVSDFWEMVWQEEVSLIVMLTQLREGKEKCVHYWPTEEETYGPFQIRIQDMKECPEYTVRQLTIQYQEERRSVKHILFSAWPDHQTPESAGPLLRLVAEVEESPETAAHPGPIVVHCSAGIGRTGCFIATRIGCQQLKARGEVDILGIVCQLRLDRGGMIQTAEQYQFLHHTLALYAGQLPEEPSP
The depositor's hits bear a star; · = not tested or not shown; & = joins results of further samples.

SMILES	BAP1 block	HePTP inhibitor
O=C(O)C1CC1c1ccc(Br)cc1 (stereo not drawn)	90	1
O=S(=O)(c1ccc2c(c1)OCCO2)N1CCN(c2cccc(Cl)c2)CC1	93	-6
CC(C)(C)NC(=O)C1CN(S(=O)(=O)c2ccccc2)CCN1S(=O)(=O)c1ccccc1 (stereo not drawn)	91	-2&-2
Cc1noc(/C=C/N(C)C)c1S(=O)(=O)N1CCCC(C(=O)Nc2ccc3c(c2)OCO3)C1 (stereo not drawn)	68	2
O=C1NC(=S)N(c2ccc(Cl)cc2)C(=O)/C1=C/c1ccc(-c2ccc(C(=O)O)cc2)o1	·	3
COc1ccc(-c2cc(=O)n(-c3ccc(Oc4ccccc4)c(S(=O)(=O)O)c3)[nH]2)cc1	·	11
O=c1c(=N/Nc2ccccc2)/c(=N\Nc2ccccc2)c2ccccc12	·	0
Cc1cc(NC(=O)C2CC(c3ccc(F)cc3)=NO2)no1 (stereo not drawn)	104	2
COc1ccc(C2NC(=O)NC(C)=C2C(=O)Nc2ccccc2C)cc1OC (stereo not drawn)	·	-2
O=C(Nc1ccc([N+](=O)[O-])cc1)/C(=C\c1ccc(Br)cc1)NC(=O)c1ccco1	·	0
CC(=O)Oc1cccc(C(=O)Nc2nccs2)c1	71	·
O=C1C(c2ccncc2)N(CCC2=CCCCC2)C(=O)CN1C1CCCCC1 (stereo not drawn)	93	4
Cc1ccc(C(=O)Nc2ccc(Oc3ccccc3)cc2)o1	·	-10
CC(=O)Nc1ccc(S(=O)(=O)N/N=C/c2cccnc2)cc1	·	-20
COCCN1C(=O)c2ccccc2C(C(=O)NCCCN2CCCC2)C1c1c[nH]c2ccccc12 (stereo not drawn)	99	9
Cc1cc(C)c(S(=O)(=O)N2CCN(C)CC2)c(C)c1	99	-3
COc1ccccc1/C=C/C=N\N1CCN(c2ccccc2OC)CC1	·	2
O=C(c1ccco1)N1CCN(S(=O)(=O)c2ccc3c(c2)CCN3C(=O)C2CCC2)CC1	99	-3
CCCCOCCCNC(=O)c1c(-c2ccccc2)noc1C	79	1
COC(=O)c1nnn(CC(=O)Nc2cc(Cl)ccc2C)c1C(=O)OC	108	13
O=C(CSc1nnc(-c2sc3ccccc3c2Cl)n1-c1ccccc1)c1ccc(F)cc1	·	-6
COc1ccc(N2CCN(C(=O)c3cccc(Cn4cc(Cl)cn4)c3)CC2)cc1	124	·
COc1ccccc1CNS(=O)(=O)c1ccc(NC(C)=O)cc1	115	8&-1
c1nc(N2CCCCCC2)c2[nH]cnc2n1	98	2
CC1CCN(C(=O)Cn2c(=O)n(CCc3ccccc3)c(=O)c3ccccc32)CC1	90	4

5 consecutive entries out of the list so far:
SMILES	BAP1 block	HePTP inhibitor
O=C(O)C1CC1c1ccc(Br)cc1 (stereo not drawn)	90	1
O=S(=O)(c1ccc2c(c1)OCCO2)N1CCN(c2cccc(Cl)c2)CC1	93	-6
CC(C)(C)NC(=O)C1CN(S(=O)(=O)c2ccccc2)CCN1S(=O)(=O)c1ccccc1 (stereo not drawn)	91	-2&-2
Cc1noc(/C=C/N(C)C)c1S(=O)(=O)N1CCCC(C(=O)Nc2ccc3c(c2)OCO3)C1 (stereo not drawn)	68	2
O=C1NC(=S)N(c2ccc(Cl)cc2)C(=O)/C1=C/c1ccc(-c2ccc(C(=O)O)cc2)o1	·	3

Continuation.
SMILES	BAP1 block	HePTP inhibitor
CCOC(=O)C1CCCN(c2ncnc3c2oc2ccccc23)C1 (stereo not drawn)	98	-6
CN1CCN(C(=O)C(=O)Nc2cccc3ccccc23)CC1	·	1
O=C(c1ccc(Cl)cc1)N1CCCOC1	88	1
C=CCn1c(SC2CCOC2=O)nc2scc(C3CC3)c2c1=O (stereo not drawn)	136	9
CCOc1ccc(OCC)c(S(=O)(=O)n2cc(C)nc2CC)c1	·	-2
COc1cc(C2C(C(N)=O)=C(C)Nc3nc(CCCO)nn32)cc(OC)c1OC (stereo not drawn)	95	0
COc1cccc(OC)c1-c1nn2c(-c3cc(-c4ccccc4)n[nH]3)nnc2s1	·	12
CN(C)C(=O)COc1cc2oc(=O)c3c(c2cc1Cl)CCCC3	·	-8
COc1ccc(OC)c(NC(=O)c2ccc(Cl)c(Cl)c2)c1	·	0
O=C1N=C(N2CCOCC2)S/C1=C\c1cccnc1	·	1
COc1cc(/C=C2\N=C(c3ccccc3)OC2=O)cc(Br)c1OCc1c(C)no[n+]1[O-]	·	4
O=C(N1CCOCC1)N1c2ccccc2CC(N2CCOCC2)c2ccccc21 (stereo not drawn)	73	4
Cc1cc(C)cc(OCc2nnc(SCC(=O)N3CCN(c4ccccc4)CC3)o2)c1	33*	10
COc1cccc(C(=O)CSc2nc3ccccc3n2CC(=O)N2CCOCC2)c1	90	2
Cc1ccc(S(=O)(=O)NC(C)(C)CSc2nncn2N)cc1	135	7
COc1ccccc1N1CCN(/N=C\c2cccc(O)c2)CC1	·	6
c1ccc(-c2noc(CSc3nc4ccccc4o3)n2)cc1	94	-12
Cn1c(C(=O)OCC(=O)NCC2CCCO2)cc2sccc21 (stereo not drawn)	58	6
CCCCOC(=O)c1ccc(NC(=O)c2cccc([N+](=O)[O-])c2)cc1	·	2
CCOC(=O)c1cc2n(n1)C(C(F)(F)F)CC(C)N2 (stereo not drawn)	117	5
CN1CCN(c2nc3c(c(=O)n(C)c(=O)n3C)n2Cc2cccc3ccccc23)CC1	126	14
CC(C)(C)NCCCCOc1ccc2ccccc2c1	·	13
CC(C)(C)C1=C[C@@H](CO)C[C@@H](CO)C1	101	3
CCOC(=O)c1ccccc1NC(=O)CCNC(=O)Cn1cnc2ccccc2c1=O	105	-2
CCn1nnnc1NCc1ccc(N2CCCC2)cc1	93	1

Quoted at random: 2 entries already listed
SMILES	BAP1 block	HePTP inhibitor
CCOc1ccc(OCC)c(S(=O)(=O)n2cc(C)nc2CC)c1	·	-2
c1ccc(-c2noc(CSc3nc4ccccc4o3)n2)cc1	94	-12

The list goes on.
SMILES	BAP1 block	HePTP inhibitor
Cc1cc(C=O)c(C)n1-c1ccc(Br)c2ccccc12	·	-2
Cc1cc(NCCN2CCOCC2)n2ncc(-c3ccccc3)c2n1	93	-3
COC(=O)Cn1cnc(=O)c(C#N)c1C	·	7
CC(/C=C(/C#N)C(=O)Nc1ccc(Cl)cc1)=C\c1ccccc1	·	2
CCCN1C(=O)c2ccccc2NC1c1ccc(-c2ccccc2[N+](=O)[O-])o1 (stereo not drawn)	·	1
N=c1n(CC(=O)c2ccco2)c2ccccc2n1Cc1ccccc1	101	·
O=C(c1ccccc1F)N1CCN(Cc2ccc(Cl)cc2)CC1	·	-10
Cc1ccc(C(=O)Nc2cccc(NC(=O)c3ccco3)c2)cc1C	·	-15
COc1ccccc1C(=O)Nc1ccc2c(c1)nc(CN1CCN(C(C)=O)CC1)n2C	95	0
Nc1nnnn1/N=C/c1ccccc1OCc1ccccc1	·	12
N#CCCN1CCN(C(=S)c2ccc(-c3ccc(Cl)cc3)o2)CC1	68	8
CCN1C(=O)/C(=c2\o/c(=C3\C=Cc4ccccc4N3CC)c(=O)n2CC)SC1=S	59	5
Cc1ccc(CCN2CC(C(=O)NCCCN(C)Cc3ccccc3)CC2=O)cc1 (stereo not drawn)	121	4
CC1(C)CC(=O)C2=C(C1)NC(=O)CC2c1ccccc1F (stereo not drawn)	95	9
CN(C)CC(=O)N1c2ccccc2CCc2ccc(NC(=O)c3ccccc3)cc21	·	1
COc1ccc(CCn2c(=N)c(C(=O)NCc3ccco3)cc3c(=O)n4ccccc4nc32)cc1	98	10
CCCCC(=NCCO)C1=C(O)C(C(=O)OC)C(C)(C)CC1=O (stereo not drawn)	91	-11
Cc1cc(C)cc(N(CC(=O)NCC2CCCO2)S(=O)(=O)c2c(C)noc2C)c1 (stereo not drawn)	97	7
CN(C(=O)COc1ccc(C(C)(C)C)cc1)C1CCS(=O)(=O)C1 (stereo not drawn)	81	7
Cc1nnc2ccc(N3CCN(c4cccc(C(F)(F)F)c4)CC3)nn12	108	7
O=C(O)c1ccccc1-c1ccccc1C(=O)NCCc1ccccc1	·	13
Cn1c(SCC(=O)c2ccccc2)nnc1-c1cnccn1	91	3
COc1ccccc1NC(=O)N(C1CCCC1)C1CCN(C(C)=O)CC1	94	5
Cc1cc(C)n(CC(=O)c2ccccc2)c(=O)c1C#N	68	5
CCOC(=O)c1ccc(NC(=O)CSc2nnnn2CCCO)cc1	150	11

Additional results.
SMILES	BAP1 block	HePTP inhibitor
NC(N)=N/N=C/c1ccccc1OCc1ccc(Cl)cc1	·	-3
Cc1oc(-c2ccccc2F)nc1CN1CCC(C(=O)NC2CC2)CC1	77	-2
Cc1cc(SCC(=O)N2CCC(c3noc4ccc(F)cc34)CC2)nc2ccccc12	·	2
Cc1cccc(-c2nc(CN3CCCC(C(=O)NC4CCCCCC4)C3)c(C)o2)c1 (stereo not drawn)	103	6
CC(C)[C@H](N)c1nnc(SCc2ccc(Cl)cc2)o1	94	3
COc1ccc2[nH]c(=O)c(CN(C(=O)NC3CCCCC3)C3CCCCC3)cc2c1	·	8
Cc1ccsc1C(=O)Nc1nnc(-c2ccco2)o1	101	5
CC(C)(C)c1cc(C(C#N)C#N)c(C(C)(C)C)c(O)c1O	·	-10
CCOC(=O)C(C(=O)OCC)C(C)C#CCN(CC)CC (stereo not drawn)	·	3
O=C1C2C3C=CC(C3=C3CCCCC3)C2C(=O)N1Cc1ccccc1 (stereo not drawn)	109	4
Cc1ccc(NC(=O)CS(=O)CC(=O)N(CC(=O)NC2CCCC2)c2cccc(C)c2C)cc1 (stereo not drawn)	86	6
CCOc1ccc2nc(SCC(=O)OC)[nH]c2c1	·	9
CCCCOCP(=O)(c1ccccc1)c1ccccc1	·	-9
O=C1C(c2ccccc2)=NOC12CCCC2	·	-2
O=C(c1cccnc1)N(Cc1ccccc1)Cc1ccccc1	·	3
CC(=O)c1ccc(C(=O)Nc2ccc(N3CCOCC3)cc2)cc1	98	3
C=CCNC(=S)N1CCN(CCNC2=CC(=O)CC(C)(C)C2)CC1	·	-5
COc1ccc(-c2nnc3ccc(SCC(=O)N4CCCCC4)nn23)cc1OC	92	5
COc1ccc(N2C(=O)NC(=O)/C(=C/c3cc4c(cc3Br)OCO4)C2=O)cc1	·	-6
Cc1nc(C)c(/C(O)=C/c2nc3ccccc3oc2=O)s1	·	3
COc1cc(-c2nnc3ccc4ccccc4n23)ccc1OCc1ccccc1	·	3
O=C(C1Cc2ccccc2CN1S(=O)(=O)c1ccc(F)cc1)N1CCCCC1 (stereo not drawn)	89	2
CCOC(=O)c1sc(C(=O)OCC)c(OCCO)c1OCCO	91	-11
O=[N+]([O-])c1ccc(C=Nc2ccc(Br)cc2)o1	·	1
CC(C)(C)SCCNC(=O)COc1ccc(Cl)cc1	94	12

Next section
SMILES	BAP1 block	HePTP inhibitor
COc1ccc(C(=O)Nc2ccccc2N2CCOCC2)cc1Br	139	6
CCC(C)Nc1nc(-c2cccc(OC)c2O)nc2ccccc12 (stereo not drawn)	87	7
O=C(CN1CCN(S(=O)(=O)c2ccc(Br)cc2)CC1)Nc1ccc2c(c1)OCO2	66	13
Cc1onc(-c2c(Cl)cccc2Cl)c1C(=O)Nc1nncs1	·	0
Cc1ccc(-c2csc(/C(C#N)=C(\O)CN3CCN(C(=O)c4ccco4)CC3)n2)cc1	74	-12
CCc1ccccc1NS(=O)(=O)c1ccc2[nH]cc(C(=O)NCc3ccco3)c(=O)c2c1	102	3
C=CCn1c(SCC(=O)NCCOC)nc2scc(-c3ccco3)c2c1=O	88	4
O=C(c1cccc(Cl)c1)N1CCN(c2ccccn2)CC1	91	4&2
O=C(COC(=O)c1ccccc1Nc1ccccc1)NCc1ccco1	145	-1
CCC(Sc1nc2c(cnn2-c2ccccc2)c(=O)[nH]1)C(=O)OC (stereo not drawn)	93	9
Cc1ccc(NC(=O)CC2CCCCC2)cc1	·	-11
COc1ccc(Cl)c(Cn2c(NCc3ccccn3)nc3c2c(=O)n(C)c(=O)n3C)c1	84	12
COc1ccc(C(=O)Nc2ccccc2)cc1NC(=O)COc1ccc(F)cc1	·	-22
COCCCNc1oc(-c2ccccc2OC)nc1C#N	·	8
O=C(COc1cccc(NC(=O)c2ccco2)c1)c1ccc(F)cc1	60	-2
CCCCOC(=O)c1cccc(C(=O)O)n1	·	3
Cc1occc1C(=O)Nc1nc2ccc(S(C)(=O)=O)cc2s1	·	0
Cc1cc(N2C(=O)c3ccc(Oc4ccc([N+](=O)[O-])cc4)cc3C2=O)no1	·	-7
NC1(C(=O)O)CC1	96	·
Cc1cc(C(=O)N(C)Cc2ccc(Br)cc2)no1	93	4
Cc1ccc(C(=O)N/C(=C\c2ccc(Cl)cc2)C(=O)NCCCN2CCOCC2)cc1	·	2
CCCN(CCC)C(=O)C1CCN(c2cc(C)nc3c(-c4ccc(OC)c(OC)c4)c(C)nn23)CC1	92	10
CCOC(=O)COc1ccc2c3c(c(=O)oc2c1)CCCC3	206	·
CC(=O)Oc1ccc(NC2=C(Cl)C(=O)c3ccccc3C2=O)cc1	·	1
O=C(/C=C/Nc1ccc(F)cc1)c1ccc(Br)cc1	·	-10

Compound profiles, from the list above.
Entry for `NC1(C(=O)O)CC1` → BAP1 block: 96; HePTP inhibitor: ·
Entry for `O=C(CN1CCN(S(=O)(=O)c2ccc(Br)cc2)CC1)Nc1ccc2c(c1)OCO2` → BAP1 block: 66; HePTP inhibitor: 13
Entry for `O=C(c1cccc(Cl)c1)N1CCN(c2ccccn2)CC1` → BAP1 block: 91; HePTP inhibitor: 4&2

(listing goes on)
SMILES	BAP1 block	HePTP inhibitor
COc1ccc(S(=O)(=O)N(CC(=O)N2CCCC2)Cc2ccccc2)cc1OC	·	-19
Cc1ccc(-c2n[nH]c3nc(C)cc(=O)n23)cc1	·	1
O=C(/C=C/NCc1ccccc1)c1ccc(Cl)cc1	·	-11
NS(=O)(=O)c1cc2c(cc1Cl)NC(C1C[C@H]3C=C[C@@H]1C3)NS2(=O)=O (stereo partly drawn)	107	7
Cc1nc(SCc2nc3ccccc3[nH]2)c2oc3ccccc3c2n1	80	-11
CCOC(=O)c1c(NC(=O)CC)sc(C(C)=O)c1C	135	3

Bioassay records: PubChem BioAssay, several laboratories

Outcome played no part in choosing rows; any-hit rate near 0.91%.
